Assay outcomes deposited in PubChem by University of Kansas High Throughput Screening Laboratory.
mHTT-CaM PPI inh: mHTT-calmodulin interaction abrogation. AlphaScreen His-mHTT/GST-CaM binding, luminescence. hit rate 3.6% among 190,000. inhibition, % at 15 µM. P42858;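 further: 0% = both proteins with DMSO and 100% = one protein alone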
Target sequence (P42858 whole entry, looked up, stated change not applied): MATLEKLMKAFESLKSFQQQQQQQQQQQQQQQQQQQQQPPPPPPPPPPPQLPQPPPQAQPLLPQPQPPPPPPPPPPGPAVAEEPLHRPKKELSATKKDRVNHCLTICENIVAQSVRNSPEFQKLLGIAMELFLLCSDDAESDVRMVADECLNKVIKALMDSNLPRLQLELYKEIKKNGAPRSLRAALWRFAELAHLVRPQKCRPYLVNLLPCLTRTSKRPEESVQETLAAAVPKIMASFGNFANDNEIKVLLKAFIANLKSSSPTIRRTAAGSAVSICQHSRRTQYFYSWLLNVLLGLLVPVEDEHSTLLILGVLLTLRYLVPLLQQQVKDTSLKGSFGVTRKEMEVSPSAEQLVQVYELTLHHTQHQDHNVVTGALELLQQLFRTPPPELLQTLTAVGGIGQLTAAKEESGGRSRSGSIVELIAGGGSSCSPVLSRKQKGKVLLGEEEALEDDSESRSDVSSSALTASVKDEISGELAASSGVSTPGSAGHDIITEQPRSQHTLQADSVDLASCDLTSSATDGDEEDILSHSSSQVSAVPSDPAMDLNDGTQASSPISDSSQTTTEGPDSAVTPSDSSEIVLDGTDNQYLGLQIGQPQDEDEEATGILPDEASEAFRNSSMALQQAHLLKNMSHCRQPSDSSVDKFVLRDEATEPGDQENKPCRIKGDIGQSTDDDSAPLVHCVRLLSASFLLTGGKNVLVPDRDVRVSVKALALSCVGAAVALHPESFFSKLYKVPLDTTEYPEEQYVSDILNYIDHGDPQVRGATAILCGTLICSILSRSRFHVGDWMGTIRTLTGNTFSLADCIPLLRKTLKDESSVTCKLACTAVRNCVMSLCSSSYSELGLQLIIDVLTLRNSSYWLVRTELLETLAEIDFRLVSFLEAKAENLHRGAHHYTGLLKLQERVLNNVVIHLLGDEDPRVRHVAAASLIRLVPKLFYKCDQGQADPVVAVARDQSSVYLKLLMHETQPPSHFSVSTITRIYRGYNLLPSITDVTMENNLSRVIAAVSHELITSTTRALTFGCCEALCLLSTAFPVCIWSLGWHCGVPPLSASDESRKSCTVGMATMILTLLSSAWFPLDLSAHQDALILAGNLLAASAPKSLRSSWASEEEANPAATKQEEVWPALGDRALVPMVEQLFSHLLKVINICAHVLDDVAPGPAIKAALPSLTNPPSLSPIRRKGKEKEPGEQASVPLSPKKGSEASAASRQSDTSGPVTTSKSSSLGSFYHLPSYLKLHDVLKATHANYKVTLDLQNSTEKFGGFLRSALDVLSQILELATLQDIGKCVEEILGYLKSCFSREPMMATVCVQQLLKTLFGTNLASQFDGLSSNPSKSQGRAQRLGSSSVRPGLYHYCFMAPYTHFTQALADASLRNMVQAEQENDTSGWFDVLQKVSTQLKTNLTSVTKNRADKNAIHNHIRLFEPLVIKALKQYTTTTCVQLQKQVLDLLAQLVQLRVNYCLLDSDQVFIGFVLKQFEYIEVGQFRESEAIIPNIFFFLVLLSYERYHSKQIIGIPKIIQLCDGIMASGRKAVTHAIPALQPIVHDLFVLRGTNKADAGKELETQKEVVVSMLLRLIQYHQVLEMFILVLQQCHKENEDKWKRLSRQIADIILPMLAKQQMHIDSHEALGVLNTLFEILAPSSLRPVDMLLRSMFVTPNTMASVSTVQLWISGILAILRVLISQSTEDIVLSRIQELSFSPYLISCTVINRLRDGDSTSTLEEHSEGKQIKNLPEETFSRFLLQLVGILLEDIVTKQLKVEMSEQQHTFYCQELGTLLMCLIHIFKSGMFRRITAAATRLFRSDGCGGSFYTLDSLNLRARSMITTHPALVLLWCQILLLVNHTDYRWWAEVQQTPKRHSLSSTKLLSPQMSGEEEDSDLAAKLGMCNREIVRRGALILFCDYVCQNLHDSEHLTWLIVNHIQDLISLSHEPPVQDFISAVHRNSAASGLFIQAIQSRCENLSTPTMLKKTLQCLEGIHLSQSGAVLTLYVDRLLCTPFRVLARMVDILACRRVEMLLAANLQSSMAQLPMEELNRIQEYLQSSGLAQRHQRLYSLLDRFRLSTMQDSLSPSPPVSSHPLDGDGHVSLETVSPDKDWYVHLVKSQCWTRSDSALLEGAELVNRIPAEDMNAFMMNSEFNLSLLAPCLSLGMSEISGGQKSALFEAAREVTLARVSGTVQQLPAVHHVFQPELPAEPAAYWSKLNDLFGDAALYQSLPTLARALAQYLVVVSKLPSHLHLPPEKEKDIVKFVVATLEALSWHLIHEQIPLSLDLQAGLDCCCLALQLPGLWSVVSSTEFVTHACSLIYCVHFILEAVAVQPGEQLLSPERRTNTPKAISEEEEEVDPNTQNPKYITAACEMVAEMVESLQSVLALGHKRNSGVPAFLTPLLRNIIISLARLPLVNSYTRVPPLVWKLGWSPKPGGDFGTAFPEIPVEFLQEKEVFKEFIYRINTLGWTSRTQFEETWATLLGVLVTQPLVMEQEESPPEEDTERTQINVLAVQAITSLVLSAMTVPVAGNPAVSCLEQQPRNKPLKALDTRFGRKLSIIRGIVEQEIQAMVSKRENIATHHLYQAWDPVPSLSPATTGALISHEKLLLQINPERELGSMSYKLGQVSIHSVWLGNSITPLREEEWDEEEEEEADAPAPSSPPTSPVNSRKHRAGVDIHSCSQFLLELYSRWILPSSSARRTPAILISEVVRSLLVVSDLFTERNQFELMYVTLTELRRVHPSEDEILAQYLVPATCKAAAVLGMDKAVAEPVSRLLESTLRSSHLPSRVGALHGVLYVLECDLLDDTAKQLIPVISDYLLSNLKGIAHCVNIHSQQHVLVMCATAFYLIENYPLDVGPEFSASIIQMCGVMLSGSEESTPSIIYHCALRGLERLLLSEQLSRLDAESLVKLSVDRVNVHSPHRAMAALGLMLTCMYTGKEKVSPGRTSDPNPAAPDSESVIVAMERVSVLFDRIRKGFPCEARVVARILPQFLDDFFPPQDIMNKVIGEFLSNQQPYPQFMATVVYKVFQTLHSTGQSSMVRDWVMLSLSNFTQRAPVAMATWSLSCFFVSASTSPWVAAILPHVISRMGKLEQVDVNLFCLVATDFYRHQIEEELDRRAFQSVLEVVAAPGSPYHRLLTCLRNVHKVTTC
Pf apPOL inh: Pf-apPOL DNA polymerase inhibition; Recombinant Pf-apPOL, molecular beacon fluorescence, 1.5 h; inhibition, % at 10 µM; hit rate 0.25% among 210,000
Starred values were filed as active, the others as inactive; · = no result given; & = joins results of further samples. No stated cut-off is given here; in the data, active means inhibition above about 50%; inactive means the rest.

SMILES	mHTT-CaM PPI inh	Pf apPOL inh
Cn1ccnc1SCc1cc(=O)c(OC(=O)C2(c3ccc(Cl)cc3)CCCC2)co1	88*	1
Cc1ccc2c(c1-c1c(C)ccc3c1C(=O)c1ccccc1C3=O)C(=O)c1ccccc1C2=O	-2	-4
COc1ccc(NC(=O)c2c(N)sc3c2CCC3)cc1	37	-8
Nc1ccc(N2CCCCC2)c(C(=O)O)c1	-2	-12
CCC1OC23CCCCC2C(C#N)(C(=N)O3)C1(C#N)C#N (stereo not given)	-4	-2
Cc1ccc(CNc2ncnc(N)c2[N+](=O)[O-])cc1	4	-2
COc1ccccc1NC(=O)N1CC(C)Oc2ccc(C)cc21 (stereo not given)	-2	-4
COc1ccc(OC)c(C2C(C#N)=C(N)N(c3ncn[nH]3)C3=C2C(=O)CC(C)(C)C3)c1 (stereo not given)	0	-3
Cc1c(C(=O)Nc2c3c(nn2-c2ccc(Cl)cc2)CSC3)cccc1[N+](=O)[O-]	33	0
CC(=O)Nc1cccc(C(=O)CCC(=O)O)c1	·	-13
CCOc1ccc(NC(=O)c2nn(-c3ccc(OC)cc3OC)c(=O)c3ccccc23)cc1	-6	1
O=C(NC1CC1)c1nnc(N2CCN(c3ccc(F)cc3)CC2)c2ccccc12	4	-6
NC(=O)c1sc(-c2ccccc2)cc1NS(=O)(=O)c1ccc(F)cc1	·	-12
O=[N+]([O-])c1ccccc1OCCN1CCCC1	-8	2
O=C(O)CCCC(=O)Nc1ccc(Sc2ccc([N+](=O)[O-])cc2)cc1	15	0
CCOc1ccc(-c2csc3c(=O)n(CC(=O)OC)cnc23)cc1OCC	5	-12
O=C(c1ccco1)N1CCN(C(=O)c2noc3c2CCCC3)CC1	-5	-2
Cc1ccc(NC(=O)Nc2ccccc2)c([N+](=O)[O-])c1	-1	2
O=c1[nH]c2ccccc2nc1C=C(O)c1ccco1	-4	-8
O=C(NCc1ccccn1)C1CC(c2ccccc2Cl)=NO1 (stereo not given)	12	-1
C=C[C@@H]1c2ccccc2N(S(=O)(=O)c2ccc(C)cc2)[C@H](c2ccccc2)C1(C#N)S(=O)(=O)c1ccccc1 (stereo not given in full)	6	1
Cc1ccc(Cl)c(NS(=O)(=O)c2cc3c(s2)CCN(C(=O)C2CC2)C3)c1	8	1
O=C1c2ccccc2C(=O)c2c1cc(Nc1ccccc1)c1nsnc21	45	-5
Cc1onc(-c2c(Cl)cccc2Cl)c1C(=O)Nc1sc2c(c1C(N)=O)CCCC2	0	6
CCOc1ccc2cccc(NC(=O)c3ccc(S(=O)(=O)N(C)C)cc3)c2n1	-11	-9

Remaining list, next part.
SMILES	mHTT-CaM PPI inh	Pf apPOL inh
O=c1[nH]c(CSCCO)nc2c1C1(CCCCC1)Cc1ccccc1-2	17	-4
Cc1ccc(/C=C2N=C(/C=C/c3cccc([N+](=O)[O-])c3)OC\2=O)cc1	2	2
COc1ccc(C(=O)CSc2nc(N)c(NC(=O)c3ccco3)c(=O)[nH]2)cc1	-13	-7
CCCCNC(=O)NC1(C(F)(F)F)Oc2ccc(Cl)cc2O1 (stereo not given)	-9	0
CCc1ccccc1N1CCN(C(=O)CC(C)C)C(C)C1=O (stereo not given)	-8	0
O=C(Nc1ccccc1)Nc1nc(C(=O)NC2CCN(Cc3ccccc3)CC2)cs1	-4	-3
Cc1ccc(-n2[nH]c(C)c(C=Nc3ccc(C(=O)N(C)C)cc3)c2=O)cc1C	6	-1
O=C(Nc1nccs1)c1cc2ccccc2oc1=Nc1ccc(Br)cc1	1	-1
O=C(Nc1nccs1)c1cccs1	-3	·
c1cc(CN2CCSCC2)cs1	-2	-2
CCN(CC)CCNC(=O)c1ccc(Cl)cc1Cl	1	0
COc1ccccc1N1CCN(C(=O)c2cnn3cccnc23)CC1	0	-3
O=C(NCCN1CCOCC1)c1ccc(N2CCC3(CC2)OCCO3)c([N+](=O)[O-])c1	-2	2
CC(C)NC(=O)c1c(O)c2cccc3c2n(c1=O)CC3	7	2
CC(=O)Nc1ccc(C(=O)NCc2ccc3c(c2)OCO3)cc1	4&2	3&-1
Clc1cc(Br)ccc1OCc1nc(-c2ccncc2)no1	-2	2
CC(=O)c1sc(NC(=O)C2CC3CCC2C3)nc1C (stereo not given)	-9	·
CCCC1C(=O)C(C)C(c2ccccc2)NC1c1ccccc1 (stereo not given)	-64	-6
CCNc1cc(N2CCCC(CCC(=O)NCCc3ccccn3)C2)ncn1 (stereo not given)	10	0
CCc1c(C)sc(NC(=O)c2ccc(Br)cc2)c1C(N)=O	-1	0
COc1nc(Nc2c(C)cccc2C)nc(OC)n1	-2	-42
O=C1NCCCn2cc(S(=O)(=O)NCc3ccccc3F)cc21	1	5
CC(C)=CCC1=C(O)C(O)(CC=C(C)C)C(=O)C(C(=O)CC(C)C)=C1O (stereo not given)	·	-27
O=C(CN1C(=O)S/C(=C\c2ccccc2)C1=O)Nc1ccccc1Cl	-5	-3
COc1cccc(Nc2ncnc3c2cnn3-c2ccc(C)cc2C)c1	13	1

Continuation:
SMILES	mHTT-CaM PPI inh	Pf apPOL inh
Cc1cc(-c2nc3c(C)cccc3o2)ccc1NC(=O)c1cccs1	28	-3
COC(=O)c1cc(Nc2cc(OC)cc(OC)c2)c2cccc(F)c2n1	0	-3
Cc1cc(OCC(=O)N(C)c2ccccc2)nc(N2CCC(C)CC2)n1	-5	2
c1ccc(Nc2ncnc3sc(-c4ccccc4)cc23)cc1	·	6
COc1cccc(N(CC(=O)NCc2ccccc2OC)S(=O)(=O)c2ccc(C)cc2)c1	-3	-6
Fc1ccc(-c2csc(-c3ccsc3)n2)cc1	·	5
O=C(CCCCCN1C(=O)c2cccc([N+](=O)[O-])c2C1=O)Nc1ccccc1C(F)(F)F	5	-7
CCC(C(=O)Nc1ccccc1C(C)(C)C)c1ccccc1 (stereo not given)	1	0
CCCn1c(=O)c(N2CCN(C(=O)c3ccc(Cl)cc3)CC2)nc2ccccc21	-12	0
CCOC(=O)C(C)NC(=O)N1CCC(N2CCN(Cc3cccc(C)c3)C2=O)CC1 (stereo not given)	30	3
CCCCNC(=O)CC1CCN(C(=O)c2ccc(C)cc2)CC1	-3	-5
O=C(Cc1ccccc1)Nc1ccc(NC(=O)c2ccccc2)c(Br)c1	-4	-4
CN1C(=O)Cc2ccccc2C1C(=O)N1CCCC1 (stereo not given)	-9	0
O=C(CCSc1ccc(Cl)cc1)N1CCN(c2ccc(F)cc2)CC1	15	-6
COc1ccccc1C1N(c2ccc(Cl)c(Cl)c2)C(=O)C2CCCN21 (stereo not given)	100*	0
Cc1cc(C)c(NS(=O)(=O)c2c(C)n[nH]c2C)c(C)c1	0	-7
Cc1ccccc1NC=C1C(=O)OC2(CCCCC2)OC1=O	-5	4
COc1cccc(NC(=O)c2ccncc2)c1	5	-3
Cc1cccc(-c2nnc(-c3ccco3)o2)c1	-4	-2
COC(=O)NCC1(O)CCOc2ccccc21 (stereo not given)	-2	-5
COc1ccccc1C(=O)N1CCN(c2nc(CN3CCOCC3)cs2)CC1	8	6
O=S(=O)(Nc1cccn2cnnc12)c1cccc(C(F)(F)F)c1	-2	0
CC(C)(C)NS(=O)(=O)c1ccc(NC(=O)c2cccc([N+](=O)[O-])c2)cc1	0	1
CC(C)(C)C(=O)Nc1nc(-c2cc(Cl)sc2Cl)cs1	-31	-1
Cc1ccc2c(c1)c1c3n2CCN(C(=O)CN2CCN(C(=O)c4ccco4)CC2)C3CCC1 (stereo not given)	57*	-1

Further records:
SMILES	mHTT-CaM PPI inh	Pf apPOL inh
Cc1sc(NC(=O)c2ccccc2[N+](=O)[O-])nc1-c1ccc(Cl)cc1Cl	41	-10
CCc1nncn1C1CCN(S(=O)(=O)c2cccc3cccnc23)C1 (stereo not given)	-1	-7
Cc1cc(C)c(C(=O)NCC2CCN(C)CC2)c(C)c1	-8	-5
O=C(CCc1ccccc1)Nc1cccc(F)c1	-7	-4
O=C(NCc1ccc2c(c1)OCO2)c1c(F)c(F)c(F)c(F)c1F	-9	-1
COc1ccc(Cc2[nH]n3c(=O)c(Cl)c(C)nc3c2-c2ccccc2)cc1	2	-1
O=C1CSC(c2cccc([N+](=O)[O-])c2)N1c1ccc(Cl)cn1 (stereo not given)	1	-1
Cc1ccc(NC(=O)c2ccccc2F)cc1Cl	-32	-1
O=C(c1cccc(OCC2CCCN(C(=O)c3ccc(Cl)cc3)C2)c1)N1CCCC1 (stereo not given)	10	-8
CCOc1ccccc1NC(=O)c1cc(S(=O)(=O)N2CCCc3ccccc32)ccc1F	-6	-14
CCOc1ccc(/C=C2\N=C(c3cccc(F)c3)OC2=O)cc1	1	14
COc1ccccc1NC(=O)c1ccc(F)cc1	-6	-2
OCCCc1nc2ccccc2[nH]1	-3	·
COc1ccc(C=C2Oc3c(ccc(OC)c3C)C2=O)cc1OC	17	-3
O=C(O)CCCN1C(=O)C(=Cc2cccc(O)c2)SC1=S	13	-4
O=C(CCCOc1ccccc1)NC1CCCCCC1	-6	-8
NC1CS(=O)(=O)CC1N (stereo not given)	24	0
CCN1c2ccccc2C(=O)NC12CCN(C(=O)Nc1cc(C)ccc1OC)CC2	0	-3
Cc1ccccc1N(C)C(=O)C1CCN(c2ncnc3c2nc2n3CCCCC2)CC1	14	-4
O=C(c1ccccc1)N1CCC(CCNS(=O)(=O)c2cccc(Cl)c2)CC1	50*	-3
Cc1ccccc1CNC(=O)c1c(C)sc2ncn(C)c(=O)c12	8	7
COc1cc(C)ccc1OCC(=O)NN	-3	4
COc1ccc(N2CCN(C(=O)c3ccccc3F)C(C)C2=O)c(OC)c1 (stereo not given)	1	-2
Cc1ccccc1C(=O)N1CCN(c2ccc(-c3ccccc3C)nn2)CC1	-4	-15
COc1cccc(CNC(=O)C2(C)CCCN(C(=O)C3CC3)C2)c1 (stereo not given)	-5	-3

The listing continues:
SMILES	mHTT-CaM PPI inh	Pf apPOL inh
CC(C(=O)Nc1ncc([N+](=O)[O-])s1)N1C(=O)c2ccccc2S1(=O)=O (stereo not given)	10	19
Cc1cc(O)c(NC(=O)c2ccc([N+](=O)[O-])cc2Cl)cc1C	6	0
CN(C(=NS(=O)(=O)c1ccc(Cl)cc1)c1ccccc1)S(=O)(=O)c1ccccc1	1	2
COc1ccccc1NC(=O)c1cc2c(=O)n3ccccc3nc2s1	8	5
Cc1cc(C)c(C(=O)N2CCC(CC(=O)NCc3ccccc3F)CC2)[nH]1	5	-1
COc1ccc(-n2nc3c(c2NC(=O)c2ccccc2OC)CSC3)cc1	15	-1
COc1ccc(OC)c(N2C(=O)CC(N3CCN(c4ccc(F)cc4)CC3)C2=O)c1 (stereo not given)	1	-3
O=c1[nH]c(-c2cccnc2)nc2ccccc12	0	4
CCCN1C(=O)c2ccc(C(=O)Nc3ccc(O)cc3)cc2C1=O	5	-3
CN(C)C(=O)CN1C(=O)C2CC=C(Cl)CC2C1=O (stereo not given)	-6	-9
Cc1ccccc1Oc1cc(N2CCOCC2)ncn1	-3	-7
NC(=O)c1ccccc1NC(=O)c1cc(-c2ccc3c(c2)OCO3)nc2ccccc12	2	2
Cc1nn(-c2ccccc2)cc1C=NNC(=O)c1oc2nc(-c3cccs3)cc(-c3ccco3)c2c1N	·	6
O=C(NC1CC1)c1ccccc1OCC1CCN(C(=O)C2COc3ccccc3O2)CC1 (stereo not given)	17	40
O=C(Nc1nccs1)c1c[nH]c2ccc(F)cc2c1=O	-12	-8
COc1ccc(CNC(=O)Cc2ccccc2[N+](=O)[O-])cc1	2	1
COc1cc(C=C2Oc3cc(OCC(=O)OC(C)(C)C)ccc3C2=O)cc(OC)c1OC	-11	-10
CCc1cccc(CC)c1NC(=O)c1ccc2c(c1)C(=O)N(CCCOC)C2=O	-2	-2
CCCNC(=O)c1cnn2c(C)c(Cc3c(F)cccc3Cl)c(C)nc12	2	-2
Cc1nnc(NC(=O)C2CC=CCC2C(=O)O)s1 (stereo not given)	-2	1
Cc1cccc(C)c1OCCCN1CCOCC1	-7	1
CCOc1ccc(OCC)c(S(=O)(=O)n2cnc3cc(C)c(C)cc32)c1	-3	0
O=C(NCc1nc(-c2ccccc2)no1)C(=O)NCc1ccccc1Cl	-7	-4
NCCCNCCSP(=O)(O)O	·	6
CCn1cc(CN2CCC(C(=O)NCc3ccc(F)cc3)CC2)c2ccccc21	-1	-3

Carrying on:
SMILES	mHTT-CaM PPI inh	Pf apPOL inh
N#Cc1c(-n2ncnc2-c2cccs2)sc2c1CCCCC2	20	-2
Cc1ccccc1C(=O)Nc1ccc(N2CCN(C3CCCCC3)C2=O)nc1	12	-6
N#CC1=C(N)OC2=C(C(=O)CCC2)C1c1ccccc1Cl (stereo not given)	2	-1
O=C(Cc1ccc(F)cc1)Nc1c2c(nn1-c1cccc(Cl)c1)CS(=O)(=O)C2	0	-6
COCCC1CCN(C(=O)c2ccc3c(c2)OCO3)CC1	-1	4
O=C(NCCC1=CCCCC1)c1ccc(Br)o1	-13	·

Molecules shown so far that contain a thiophene ring, fused or not, in the order listed:
SMILES	mHTT-CaM PPI inh	Pf apPOL inh
COc1ccc(NC(=O)c2c(N)sc3c2CCC3)cc1	37	-8
NC(=O)c1sc(-c2ccccc2)cc1NS(=O)(=O)c1ccc(F)cc1	·	-12
CCOc1ccc(-c2csc3c(=O)n(CC(=O)OC)cnc23)cc1OCC	5	-12
Cc1ccc(Cl)c(NS(=O)(=O)c2cc3c(s2)CCN(C(=O)C2CC2)C3)c1	8	1
Cc1onc(-c2c(Cl)cccc2Cl)c1C(=O)Nc1sc2c(c1C(N)=O)CCCC2	0	6
O=C(Nc1nccs1)c1cccs1	-3	·
c1cc(CN2CCSCC2)cs1	-2	-2
CCc1c(C)sc(NC(=O)c2ccc(Br)cc2)c1C(N)=O	-1	0
Cc1cc(-c2nc3c(C)cccc3o2)ccc1NC(=O)c1cccs1	28	-3
c1ccc(Nc2ncnc3sc(-c4ccccc4)cc23)cc1	·	6
Fc1ccc(-c2csc(-c3ccsc3)n2)cc1	·	5
CC(C)(C)C(=O)Nc1nc(-c2cc(Cl)sc2Cl)cs1	-31	-1
Cc1ccccc1CNC(=O)c1c(C)sc2ncn(C)c(=O)c12	8	7
COc1ccccc1NC(=O)c1cc2c(=O)n3ccccc3nc2s1	8	5
Cc1nn(-c2ccccc2)cc1C=NNC(=O)c1oc2nc(-c3cccs3)cc(-c3ccco3)c2c1N	·	6
N#Cc1c(-n2ncnc2-c2cccs2)sc2c1CCCCC2	20	-2
